HMGR II inh: inhibitors of class II HMG-CoA reductase from Enterococcus faecalis | purified E. faecalis HMGR, NADPH absorbance 340 nm kinetic | inhibition, % at 10 µM | actives 0.41% (n = 190,000);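 active = inhibition above a set limit, the median over all tested compounds plus 3 SD, cut at about 9.5% in these data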;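 note: enzyme runs in reverse so mevalonate oxidation gives rising NADPH absorbance; 0% = complete reaction with DMSO and 100% = background rate lacking mevalonate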
STAT3 blocker: reduces IL-6 driven STAT3 reporter signal; inhibition, % at 5.5 µM; AID 862; U3A cells, IL-6 STAT3-luciferase reporter, luminescence; host cell line lacks STAT1; actives 0.89% (n = 190,000);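 active = inhibition above the mean inhibition across all screened compounds plus 3 SD, cut at about 44% in these data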;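 note: 0% = DMSO only wells and 100% = 100 µM nifuroxazide control wells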
STAT3 activator: STAT3 signaling activation; AID 871; activation (% of control), % at 5.6 µM; actives 0.91% (n = 190,000); U3A cells, IL-6 STAT3-luciferase reporter, luminescence; 100% = signal with IL-6 EC80 alone;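 active = activation above the screen-wide mean of compound activation plus 3 SD, cut at about 130% in these data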;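 note: 0% = background luminescence of wells with medium and substrate only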
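Test system: human U3A cells carrying STAT3-luciferase construct; control set: IL-6-only wells as 100% reference; timing: compound pre-incubation 1 h before IL-6, then 6 h stimulation at 37 °C; also added: IL-6 stimulus at 33 ng/mL final; evaluation: % activation versus median of IL-6-stimulated wells; detection: reporter luminescence signal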
Hsp70 activator: switches on Hsp70 transcription; actives 0.04% (n = 200,000); activation, % at 10 µM; AID 1203; HeLa Hsp70 promoter luciferase reporter, luminescence; scaled: vehicle 0, proteasome-inhibitor control 100%;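 active = activation above the mean across all tested compounds plus 3 SD, cutoff set per campaign, cut at about 5.5% in these data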;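 note: 100% = MG132 at 30 µM as the positive control and 0% = DMSO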
NF-kB expr up: compounds increasing NF-kB expression in human neuronal cells; fold change at 12.5 µM; NF-kB reporter expression; active compounds read high; actives 1.6% (n = 190,000); in the data active = fold change above about 3.3
STAT1 inh: inhibitors of IFN-gamma induced STAT1 signaling | NIH 3T3 STAT1-luciferase reporter, luminescence | inhibition, % at 5.5 µM | actives 0.35% (n = 200,000);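 active = inhibition above a set limit, the mean inhibition across all tested compounds plus 3 SD, cut at about 34% in these data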;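 note: 0% = IFN-gamma with DMSO and 100% = IFN-gamma with 300 µM nifuroxazide; values of inactives mirror those of a sister screen read the other way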
STAT1 activator: STAT1 signaling activation | activation (% of control), % at 5.5 µM | NIH 3T3 STAT1-luciferase reporter, IFN-gamma, luminescence; 100% = IFN-gamma alone, no compound | actives 2.6% (n = 200,000);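 active = activation above the screen-wide mean activation plus 3 SD, cut at about 130% in these data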;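 note: raw ratio to IFN-gamma control signal so 100% means no change and 0% no light; values of inactives mirror those of a sister screen read the other way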
APP 5'UTR act: APP 5'UTR luciferase reporter activation | SH-SY5Y APP 5'UTR luciferase reporter, luminescence; zero percent = DMSO vehicle wells | activation, % at 2 µM | actives 1% (n = 190,000);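 active = activation above a set limit, based on mean plus 3 SD of controls, cut at about 140% in these data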; note: values of inactives mirror those of a sister screen read the other way
TLR4-MyD88 BLA: TLR4-MyD88 interaction inhibition in cells; O00206+Q99836; HeLa CL3-4 TLR4/MyD88 BLA complementation, FRET ratio; inhibition, % at 8.4 µM; actives 0.18% (n = 200,000); AID 861; in the data active = inhibition above about 25%;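 note: 0% = vehicle and 100% = reference inhibitor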
Target sequence (O00206 whole entry, looked up): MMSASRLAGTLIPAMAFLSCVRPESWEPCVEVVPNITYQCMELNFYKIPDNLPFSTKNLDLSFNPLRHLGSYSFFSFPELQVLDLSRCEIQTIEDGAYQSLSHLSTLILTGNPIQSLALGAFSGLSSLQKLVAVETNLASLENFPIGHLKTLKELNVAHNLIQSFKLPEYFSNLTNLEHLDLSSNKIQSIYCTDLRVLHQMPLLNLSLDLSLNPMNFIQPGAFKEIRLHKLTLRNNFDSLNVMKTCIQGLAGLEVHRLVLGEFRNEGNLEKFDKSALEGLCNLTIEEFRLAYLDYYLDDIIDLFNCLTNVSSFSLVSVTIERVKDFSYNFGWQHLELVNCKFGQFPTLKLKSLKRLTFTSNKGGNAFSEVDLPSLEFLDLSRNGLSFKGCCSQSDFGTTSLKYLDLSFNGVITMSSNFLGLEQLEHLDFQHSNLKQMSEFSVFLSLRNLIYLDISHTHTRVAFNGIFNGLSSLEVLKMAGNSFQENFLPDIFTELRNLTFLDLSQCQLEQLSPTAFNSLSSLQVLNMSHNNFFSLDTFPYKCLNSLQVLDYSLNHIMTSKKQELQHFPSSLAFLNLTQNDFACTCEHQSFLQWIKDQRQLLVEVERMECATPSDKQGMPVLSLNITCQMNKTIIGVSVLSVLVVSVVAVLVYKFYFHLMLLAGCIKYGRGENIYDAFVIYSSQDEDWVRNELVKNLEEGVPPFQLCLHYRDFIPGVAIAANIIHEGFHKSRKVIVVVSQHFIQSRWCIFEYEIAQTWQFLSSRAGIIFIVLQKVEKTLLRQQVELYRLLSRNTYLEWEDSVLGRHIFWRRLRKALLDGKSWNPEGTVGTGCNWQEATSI
Target sequence (Q99836 whole entry, looked up): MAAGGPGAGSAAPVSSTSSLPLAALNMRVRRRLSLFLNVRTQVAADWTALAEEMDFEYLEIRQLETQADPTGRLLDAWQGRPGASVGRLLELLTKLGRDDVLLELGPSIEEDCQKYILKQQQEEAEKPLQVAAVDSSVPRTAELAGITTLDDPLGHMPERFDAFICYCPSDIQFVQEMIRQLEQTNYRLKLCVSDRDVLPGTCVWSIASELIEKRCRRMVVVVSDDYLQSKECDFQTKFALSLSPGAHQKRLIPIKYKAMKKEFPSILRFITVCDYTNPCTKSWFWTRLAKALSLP
Redox H2O2 prof: compounds producing H2O2 with reducing agent – biochemical, NIH compound library profiling, artefact control for MLSCN library redox annotation, primary screen; DTT-dependent redox cycling H2O2, phenol red/HRP absorbance; 100% = 100 µM peroxide control, 0% = buffer; activation, % at 10 µM; actives 0.03% (n = 200,000); AID 878;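 active = activation of at least 50% relative to the plate's high and low controls in the primary single-dose screen; inactive = activation below 50%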;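 note: compound incubated with DTT at 0.8 mM final as the reducing agent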
* marks the source's active call; other numbers are inactive results; . = not tested or not shown.

SMILES	HMGR II inh	STAT3 blocker	STAT3 activator	Hsp70 activator	NF-kB expr up	STAT1 inh	STAT1 activator	APP 5'UTR act	TLR4-MyD88 BLA	Redox H2O2 prof
CCOc1ccc(C(=O)Nc2cc(NC(=O)c3ccc(OCC)c(Cl)c3)cc(C(=O)O)c2)cc1Cl	-2	4	106	-0.2	3.7*	-3	101	13	-12	-0.9
Cc1ccc(-c2ccc(=O)n(CC(=O)NCCN3C(C)CCCC3C)n2)cc1 (configuration not stated)	1	6	99	-0.4	1.2	-4	103	-3	1	-0.9
CNc1nnc(-c2cc3ccccc3oc2=O)s1	-7	21	83	0.6	3.2	-47	143*	101	7	-0.2
CCCOCC1CC(CCc2nc(=S)[nH][nH]2)C(=O)O1 (configuration not stated)	0	-4	104	-0.4	1.1	-3	102	3	-14	0.0
Cc1cc(=O)n(C)c(=O)n1CCCCCN1CCCC1	-1	7	98	0.1	0.89	-1	101	9	-4	3.5
CC1=C(C#N)C(c2ccc(O)cc2)C2=C(CC(C)(C)CC2=O)N1 (configuration not stated)	-2	4	97	-0.4	0.98	-5	104	-9	2	0.2
Cc1oc2c(C)c3oc(=O)c4c(c3cc2c1C)CCCC4	-4	13	90	0.3	1.5	-4	103	21	-7	0.2
COc1cc(COc2ccc3c(C)c(Cc4ccccc4)c(=O)oc3c2C)cc(OC)c1OC	0	-2	106	0.0	0.91	7	94	9	-14	-4.1
CC(=O)c1cccc(NC(=O)CN(c2ccccc2F)S(C)(=O)=O)c1	-1	3	98	-0.5	0.85	1	98	-11	6	0.2
C=CCOc1cccc(NC(=O)c2ccccc2SC)c1	-2	11	92	-0.2	1.3	-1	101	-2	3	0.3
Cc1ccc(SCC(=O)Nc2cc([N+](=O)[O-])ccc2O)cc1	-4	4	102	-0.4	1.1	-1	100	6	-3	-0.9
COc1ccc(C(O)c2nccn2Cc2ccccc2)cc1OC (configuration not stated)	-5	8	97	-0.2	1.1	7	93	2	4	1.9
CCC(NC(=O)c1ccccc1NC(=O)c1ccccc1)C(=O)NNC(=O)CSc1nc2ccccc2o1 (configuration not stated)	-6	16	88	-0.4	1.2	7	94	11	1	-0.1
COc1ccc(C(=O)N(CC2CCCO2)C(C(=O)NCCC(C)C)c2ccc(C)cc2)cc1OC (configuration not stated)	-2	-3	103	-0.3	1.1	3	98	-18	5	0.1
COCCN(CC(=O)NCC1CCCO1)C(=O)CCC(=O)Nc1cc(C)on1 (configuration not stated)	-1	10	97	-0.2	1.3	-9	108	3	0	3.4
CCc1ccc(/C=N\NC(=O)c2ccc(Br)o2)s1	4	-13	109	0.1	2.9	-49	146*	50	1	-0.2
CCc1ccc(CCC(=O)Nc2ncc(Cc3ccccc3Cl)s2)o1	-6	-12	114	-0.3	0.8	-11	110	-71	2	0.5
CCc1nnc(NC(=O)CCCSc2nc3ccccc3[nH]2)s1	-9	-17	115	-0.2	1	20	81	10	1	-0.6
Brc1ccc(CSc2nnc(-c3ccccn3)n2Cc2ccco2)cc1	-6	12	96	-0.6	1.2	6	95	-3	-3	0.0
CCOC(=O)C1=C(N)OC2=C(C(=O)CC(C)(C)C2)C1c1cc(CSc2nnnn2C)cs1 (configuration not stated)	-3	22	85	0.1	1.1	-1	99	14	-1	0.1
Cc1nc2ccccn2c1-c1nnco1	-5	11	97	-0.3	0.93	-6	106	12	-23	-2.3
Cc1ccc(C(=O)N2CCN(CCNC(=O)C(=O)NC(C)C)CC2)cc1	-1	1	103	-0.3	1.1	-2	100	15	-4	-0.2
CC(=O)OC1CC(C)(C)N(OC(=O)c2ccc(N)cc2)C(C)(C)C1	-3	-9	109	-0.7	1.7	8	93	-5	4	-0.5
CCOC(=O)c1sc(N)c(C(=O)OC)c1C	-4	18	90	-0.2	2.1	-28	124	24	0	-0.6
COC(=O)c1sccc1NC(=O)CN1CCN(c2ccc(F)cc2)CC1	-2	5	101	-0.3	0.79	0	100	-4	-2	-0.3
Next section.
SMILES	HMGR II inh	STAT3 blocker	STAT3 activator	Hsp70 activator	NF-kB expr up	STAT1 inh	STAT1 activator	APP 5'UTR act	TLR4-MyD88 BLA	Redox H2O2 prof
O=C(NCc1ccccc1)c1c(O)c2cccc3c2n(c1=O)CCC3	-7	7	96	0.0	1	-3	103	-18	-5	-0.8
CNC(=O)c1cc2c(ccc3ccccc32)o1	-3	13	96	0.2	1.3	-36	133*	27	-2	-0.2
COCCNC(=O)C(c1ccc(C)o1)N(Cc1ccccc1)C(=O)Cn1nnc2ccccc21 (configuration not stated)	-6	3	102	-0.4	1	-1	101	10	-6	1.7
S=C(NCCC1=CCCCC1)Nc1ccccc1	-1	12	99	0.2	1.6	-13	111	60	3	2.6
Cc1ccc(C(=O)CSc2nc(C)cc(C)c2C(N)=O)cc1	1	8	96	0.0	1.2	-1	100	10	1	2.2
COc1cccc(/C=N/NC(=O)CC(=O)NCCc2ccc(OC)c(OC)c2)c1	6	-1	106	-0.2	0.9	0	100	-1	-2	-7.4
O=C(c1ccc(Cn2c(=S)[nH]c3cc4c(cc3c2=O)OCO4)cc1)N1CCN(c2ccccc2)CC1	-7	10	94	-0.2	0.74	11	89	-18	-9	-0.9
COc1ccc(CCNC(=O)COC(=O)/C=C/c2ccc(OC)c(OC)c2)cc1	0	3	102	0.0	1.3	0	100	11	-7	0.1
CCCc1nnc(SCC(=O)Nc2ccc(OC)cc2)n1N	-3	-4	107	-0.2	1	-1	101	-6	3	1.4
COc1ccc(CCNC(=O)CCCCCN2C(=O)c3ccccc3C2=O)cc1	-4	-2	103	-0.2	1.4	-2	102	-6	16	-4.9
O=C(CCC(=O)c1ccc[nH]1)c1ccc(Cl)cc1	3	3	100	0.1	2.7	-25	123	60	-6	2.4
CC1=Nc2ccc(Br)cc2C(c2ccccc2)N1CC(=O)NN (configuration not stated)	0	2	102	-0.3	.	4	95	1	-8	-0.7
O=c1c2c(-c3cccs3)csc2[nH]c(=S)n1-c1ccccc1	-4	-23	124	-0.2	1.2	4	97	-3	0	3.1
C/C(=N\OCC(=O)Nc1cc(C)cc(C)c1)c1ccc2c(c1)OCCO2	1	7	96	-0.4	0.99	8	93	2	-12	0.2
COc1ccc(-c2nc(NC3=NCCCCC3)sc2C)cc1	-7	-5	107	-0.3	1	10	90	-6	0	-1.8
CCOC(=O)N1CCC(c2cc(=O)n3[nH]c(-c4ccccc4)cc3n2)CC1	-2	6	95	-0.3	1.2	19	83	18	0	0.0
CCCn1c(SCC(=O)c2ccc(OC)c(OC)c2)nc2c1c(=O)n(C)c(=O)n2C	-14	2	100	-0.3	0.81	3	99	16	2	0.1
COc1ccc(CNC(=O)Cn2cc([N+](=O)[O-])nc2C)cc1	5	10	94	0.0	0.95	2	98	3	3	1.9
O=C(CC1NC(=O)NC1=O)Nc1cccc2ccccc12 (configuration not stated)	-2	3	100	0.0	1	1	104	41	3	-0.8
COc1ccc(C2CC(C(F)(F)F)n3nc(C(=O)Nc4c(C)n(C)n(-c5ccccc5)c4=O)c(Cl)c3N2)cc1 (configuration not stated)	-4	-3	105	-0.3	0.93	-7	106	0	-14	0.8
Cc1cc(NC(=O)/C=C/C(=O)N(c2ccccc2C)C(C(=O)NC2CCCC2)c2ccc(F)cc2)no1 (configuration not stated)	-2	10	101	-0.3	1.6	10	91	0	13	3.1
COc1nc(OC/C(N)=N/O)nc(N2CCOCC2)n1	-5	2	102	-0.3	1.5	0	98	4	4	-0.2
O=C(NCC1c2ccccc2CCN1C(=O)CN1CCOCC1)C1CCCCC1 (configuration not stated)	-13	-9	108	-0.2	1.4	-2	102	5	-2	-0.1
COc1ccc(-c2coc3cc4oc(=O)cc(-c5ccccc5)c4cc23)cc1F	4	-5	107	0.1	0.61	5	95	-90	-1	0.6
CC(C)OC(=O)CNc1n[nH]c(=S)[nH]c1=O	-2	-2	104	-0.3	1	8	91	-5	-13	0.4
(further entries)
SMILES	HMGR II inh	STAT3 blocker	STAT3 activator	Hsp70 activator	NF-kB expr up	STAT1 inh	STAT1 activator	APP 5'UTR act	TLR4-MyD88 BLA	Redox H2O2 prof
CC1CC(C)(C)NC(=S)N1CCCC(=O)N1CCN(c2ccccc2F)CC1 (configuration not stated)	-1	-3	100	-0.2	0.94	-7	106	20	0	0.6
CCOC(=O)C1=C(CSc2nccn2C)NC(=O)NC1c1ccc2c(c1)OCO2 (configuration not stated)	0	15	91	-0.2	1.1	11	90	1	-8	1.2
c1ccc2oc(-c3ccc(Nc4nc(N5CCCCC5)nc(N5CCOCC5)n4)cc3)nc2c1	4	6	98	0.0	0.92	3	97	11	14	2.5
Cc1[nH][nH]c(=O)c1C(c1cc2c(cc1Br)OCO2)c1c(C)[nH][nH]c1=O	-4	2	106	-0.2	0.95	-5	102	-2	-4	-0.2
Cc1c(-c2ccccc2)nc2ccccc2c1C(=O)NCc1cccs1	5	-15	112	0.2	0.58	3	98	4	4	0.3
COc1ccc(S(=O)(=O)N(C)C)cc1NC(=O)Cc1cccs1	-7	-6	108	-0.4	1.4	-3	103	-24	-6	0.4
O=C(c1ccc(Br)cc1)c1cc([N+](=O)[O-])ccc1N1CCCCC1	.	-7	116	1.0	5*	-3	102	-95	2	1.2
COc1nc(OC)nc(N2CCCCCC2)n1	3	14	91	-0.2	1.2	8	91	.	13	0.8
Cc1cccc(N2CCC(N=CN(C)C)=N2)c1	1	-6	111	-0.2	1.5	-6	106	13	5	-0.4
COc1ccc(CCNC(=O)CN2CCOc3ccccc32)cc1OC	-1	0	100	-0.2	1	-5	104	12	-5	0.3
CCC(C)c1ccc(O)c(/C=N/O)c1 (configuration not stated)	1	-12	116	0.6	1.2	1	99	11	-2	0.3
O=C(O)Cn1c(C(F)(F)F)nc2ccccc21	-7	5	99	0.4	1	-1	100	-4	1	0.0
COc1ccc(CN2CC(=O)N(c3ccccc3C)C2=S)cc1OC	-3	12	96	0.0	0.72	12	89	3	7	-0.5
O=S1(=O)CCC(N=Cc2cc(Br)ccc2O)C1 (configuration not stated)	-3	2	101	1.0	1.1	2	98	-14	16	3.0
COC(=O)c1cc(Br)c(=O)n(Cc2cccnc2)c1	-3	-4	104	0.1	0.99	-6	107	5	5	0.1
COc1ccc(NC(=O)COC(=O)CCCN2C(=O)c3ccccc3C2=O)cc1Cl	0	5	103	-0.1	0.92	1	99	-5	5	-0.2
COc1cc2c(=O)n(CC3CCCO3)c(=O)n(CC(=O)Nc3ccc(F)cc3F)c2cc1OC (configuration not stated)	-7	-7	106	-0.5	1.2	-4	104	1	4	-2.5
CC(=O)NC1C(OCc2ccccc2)OC2COC(c3ccccc3)OC2C1OCC(=O)O (configuration not stated)	1	6	97	-0.2	1.3	-3	101	7	8	0.0

Of the compounds above, three contain a COOH group:
SMILES	HMGR II inh	STAT3 blocker	STAT3 activator	Hsp70 activator	NF-kB expr up	STAT1 inh	STAT1 activator	APP 5'UTR act	TLR4-MyD88 BLA	Redox H2O2 prof
CCOc1ccc(C(=O)Nc2cc(NC(=O)c3ccc(OCC)c(Cl)c3)cc(C(=O)O)c2)cc1Cl	-2	4	106	-0.2	3.7*	-3	101	13	-12	-0.9
O=C(O)Cn1c(C(F)(F)F)nc2ccccc21	-7	5	99	0.4	1	-1	100	-4	1	0.0
CC(=O)NC1C(OCc2ccccc2)OC2COC(c3ccccc3)OC2C1OCC(=O)O (configuration not stated)	1	6	97	-0.2	1.3	-3	101	7	8	0.0

Source: PubChem BioAssay (several laboratories)
